# Screens from PubChem BioAssay.
# 12-LOX inh: inhibitors of human 12S-lipoxygenase ALOX12 | P18054 | purified 12hLO, xylenol orange hydroperoxide absorbance | Potency, µM (titrated, usually from 108 µM), without a hit: at the highest dose activity change, negative = inhibition, hits mostly inhibitors | actives 1.1% (n = 580,000); active means well fitted inhibition curve with a large enough effect; inconclusive means small, poorly fitted or top-dose-only effect, or another doubt; inactive means no such curve, though single readings can be large or run the other way
# Target sequence (P18054 whole entry, looked up): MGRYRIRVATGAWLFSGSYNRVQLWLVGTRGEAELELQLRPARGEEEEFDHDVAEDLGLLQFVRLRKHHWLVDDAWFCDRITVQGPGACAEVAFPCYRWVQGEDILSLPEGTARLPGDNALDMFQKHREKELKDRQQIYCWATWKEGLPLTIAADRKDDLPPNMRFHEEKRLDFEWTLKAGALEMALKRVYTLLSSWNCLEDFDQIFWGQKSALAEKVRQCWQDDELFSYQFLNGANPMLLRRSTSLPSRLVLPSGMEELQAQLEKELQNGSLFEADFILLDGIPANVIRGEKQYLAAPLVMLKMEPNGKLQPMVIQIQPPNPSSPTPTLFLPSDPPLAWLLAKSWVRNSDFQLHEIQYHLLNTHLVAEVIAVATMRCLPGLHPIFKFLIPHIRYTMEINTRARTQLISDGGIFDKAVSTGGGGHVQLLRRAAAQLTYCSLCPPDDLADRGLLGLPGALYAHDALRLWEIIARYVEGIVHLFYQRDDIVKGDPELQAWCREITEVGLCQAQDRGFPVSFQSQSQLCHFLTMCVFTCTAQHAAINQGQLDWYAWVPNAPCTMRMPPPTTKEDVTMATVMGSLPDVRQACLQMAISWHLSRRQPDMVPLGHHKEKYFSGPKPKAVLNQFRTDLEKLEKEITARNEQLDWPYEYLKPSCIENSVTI
#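 Purified human 12hLO (150 nM final) in 25 mM Hepes, 0.01% Triton X-100, pH 7.0 was preincubated 15 min at room temperature with compound. Then 40 uM arachidonic acid was added, 30 min. Hydroperoxide was read by Fe-XO absorbance ratio 573/405 nm.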
# An asterisk follows results filed as active; i = inactive; ? = inconclusive; [ ] = dose if it differs, or a comment. On the % scale 0 is the no-effect control and ±100 the full control effect; potency means the concentration at half of the fitted maximal effect. Only part of the results is shown, so the mix of outcomes need not match the whole.
12-LOX inh	Compound
13.4%	CC(=O)c1c(C)[nH]c(C(=O)Cn2cnc3ccc(Cl)cc3c2=O)c1C
37.5%[activator]	Cc1ncsc1CN(C)C1CCc2nn(CC3CC3)c(=O)n2CC1 (stereo unspecified)
?	COc1ccc(-n2ccn(CC(=O)Nc3cccc(F)c3)c2=O)cc1
-1.4%	COCCOCC(=O)N1CCCC(c2nn(C)c(=O)n2-c2ccccc2)C1 (stereo unspecified)
-1.4%	Cc1ccc(C2(O)CCN(C(=O)c3cc4c(s3)CCCC4)CC2)nc1
8.3%	O=C(Nc1ccc(Cl)c(Cl)c1)C(=O)c1c[nH]c2ccccc12
-30.7%	CCNC(=O)CSc1cc(C)c2ccccc2n1
6.6%	COC(=O)[C@@H](Cc1cccnc1)NC(=O)[C@H]1CN(C(=O)c2cccnc2)CCN1C(=O)C1CCCCC1
?	O=C(Cc1c[nH]c2ccccc12)Nc1cccc(F)c1
?	CCc1cccc(NC(=O)Cn2ccn3nc(-c4ccc(F)cc4)c(CO)c3c2=O)c1
2.9%	O=C(Cc1c[nH]c2ccccc12)N1CCN(C(=O)NCCc2ccccc2)CC1
4.2%	CNC(=O)[C@H]1C[C@H](Oc2ccccc2)CN1C(=O)Nc1cccc(F)c1
2.5%	COCCNc1oc(COc2ccc(OC)cc2)nc1C#N
i	Cn1cc(CN2CCCCCNC(=O)[C@@H]3CCC[C@@H]32)c2ccccc21
-1.1%	COC(=O)c1ccc(C)c(NC(=O)c2cc(=O)c3cc(C)ccc3o2)c1
-2.7%	CCCc1noc(CN2CCN(c3oc(-c4ccco4)nc3C#N)CC2)n1
0.0%	CCCCn1nnnc1C(c1cc2ccccc2o1)N(CCN(C)C)Cc1ccccc1 (stereo unspecified)
0.327µM*	CNCc1ccncc1
82.1%[activator][176 µM]	Cn1c(CN2CCN3C(=O)NC[C@H]3C2)nc2ccccc21
51.6%[activator]	COC1CN(C2CCNCC2)C12CCOCC2 (stereo unspecified)
0.3%[6.33 µM]	O=C(C1CCOCC1)N1CCCC2(CN[S+](=O)([O-])c3cccnc3O2)C1 (stereo unspecified)
?	CCCN1CCC(N(C)C(=O)NCc2ccccc2F)CC1
?	CCCNC(=O)NCc1nc(-c2ccc(OCC)cc2)oc1C
24.7%	CN(C)C=Nc1nc2c(Br)ccc(Br)c2cc1C(=O)NCC(C)(C)C
9.0%	CCN1CCN(c2oc(COc3ccc(F)cc3)nc2C#N)CC1
52.1%[activator]	COC(=O)C1=COC(OC2OC(CO)C(O)C(O)C2O)C2C(C)CC(=O)C12 (stereo unspecified)
3.8%	CC(C)(c1nnnn1-c1ccccc1)N1CCOCC1
?	Fc1ccc(NC(=S)NCCSc2ccc(Cl)cc2)cc1Cl
?	N#Cc1cccc(-c2nccc(NCc3cccnc3)n2)c1
?	COc1ccccc1Cc1c(-c2ccc(C)cc2)nc2ccc(C)cn12

# Gathered by group: those above with a halogen.
12-LOX inh	Compound
13.4%	CC(=O)c1c(C)[nH]c(C(=O)Cn2cnc3ccc(Cl)cc3c2=O)c1C
?	COc1ccc(-n2ccn(CC(=O)Nc3cccc(F)c3)c2=O)cc1
8.3%	O=C(Nc1ccc(Cl)c(Cl)c1)C(=O)c1c[nH]c2ccccc12
?	O=C(Cc1c[nH]c2ccccc12)Nc1cccc(F)c1
?	CCc1cccc(NC(=O)Cn2ccn3nc(-c4ccc(F)cc4)c(CO)c3c2=O)c1
4.2%	CNC(=O)[C@H]1C[C@H](Oc2ccccc2)CN1C(=O)Nc1cccc(F)c1
?	CCCN1CCC(N(C)C(=O)NCc2ccccc2F)CC1
24.7%	CN(C)C=Nc1nc2c(Br)ccc(Br)c2cc1C(=O)NCC(C)(C)C
9.0%	CCN1CCN(c2oc(COc3ccc(F)cc3)nc2C#N)CC1
?	Fc1ccc(NC(=S)NCCSc2ccc(Cl)cc2)cc1Cl

# More structures follow:
12-LOX inh	Compound
3.3%[176 µM]	O=C(NCc1ccccc1)NC[C@H]1Cn2c(-c3ccc(Cl)cc3)cnc2CO1
28.5%	Cc1cccc(C)c1NC(=O)CN(C)C(=O)COc1ccc2oc3c(c2c1)CCCC3
?	O=C(NCC(c1ccco1)S(=O)(=O)c1ccc(Cl)cc1)c1ccc2c(c1)OCO2 (stereo unspecified)
14.0%	CN(C)Cc1ccccc1CNC(=O)Cc1nn(C)c(=O)c2ccccc12
-7.8%	CCN1CCN(CCNC(=O)c2ccc3nc(-c4ccccc4)c(-c4ccccc4)nc3c2)CC1
-28.7%	Cc1cc2cc(NS(=O)(=O)c3ccccc3)ccc2[nH]1
28.1%	COCCn1ncc(N2CCC(C(=O)NCCCN3CCc4ccccc4C3)C2)cc1=O (stereo unspecified)
-7.0%	CCCCNC(=O)c1nc2cc(C)c(C)cc2nc1-c1ccc2c(c1)OCO2
55.2%[activator]	Clc1cccc(CSc2nnc(C3CCCN3)o2)c1 (stereo unspecified)
39.8µM*	COC[C@H]1CCCN1C(=O)C[C@@H]1O[C@H](CNS(=O)(=O)c2ccccc2)[C@@H](O)[C@H]1O
13.7%	CC(OC(=O)c1ccc(F)c(S(=O)(=O)N2CCCCC2)c1)C(=O)N1CCc2ccccc21 (stereo unspecified)
?	COC(=O)CNC(=O)C(=O)OC
39.4%[activator]	CNC(=O)N1CCC(C2CCN(C(=O)Cc3ccc(OC)c(Cl)c3)C2)CC1 (stereo unspecified)
26.5%	CC(C)c1ccc(/C=C(/C#N)c2nc3ccccc3o2)cc1
69.0%[activator]	COc1ccc(CCCN2C(=O)O[C@@H]3CN(C(=O)C4CCOCC4)C[C@@H]32)cc1
?	CCC(C)(C)C1CCC(NC(=S)NCc2ccc(F)cc2)CC1 (stereo unspecified)
24.1%	Cc1ccccc1CS(=O)Cc1cccc(F)c1 (stereo unspecified)
-4.6%	O=C(NCc1nnc2cc(-c3nc(C4CC4)no3)ccn12)c1ccncc1
23.4%	CCCCn1nnnc1C(c1cc2ccccc2o1)N1CCN(C(=O)OCC)CC1 (stereo unspecified)
9.7%[176 µM]	COC(=O)[C@@H]1Cc2ncn(C(C)C)c2CN1S(=O)(=O)c1ccc([N+](=O)[O-])cc1
17.0%	CCc1ocnc1C(=O)N1CCCC(CNC(=O)c2n[nH]c3ccccc23)C1 (stereo unspecified)
?	COCC(C)NS(=O)(=O)c1cc(C)ccc1C (stereo unspecified)
22.5%	COc1ccc(-c2noc(CC3CCN(C(=O)Cc4ccccc4OC)CC3)n2)cc1
?	CCNC(=O)N[C@@H]1C=C[C@@H](c2c(C)nn(-c3ccc(C(C)(C)C)cc3)c2C)C1
-24.2%	COc1ccc(OC)c(CN2CC[C@@H]3OCC(=O)N(Cc4c[nH]c5ccccc45)[C@H]3CC2)c1
-14.4%	Cc1cccc(CNc2ncc(C(N)=O)cc2Cl)n1
?	COc1ccccc1C(=O)N1CCN(c2oc(-c3ccc(Cl)cc3)nc2C#N)CC1
12.3%	COc1cc2c(cc1OC)CN(C(=O)C[C@@H]1CCNC[C@@H]1Cc1cc(-c3ccccc3)on1)CC2
?	NC(=O)C1CN(CC(=O)Nc2ccccc2Sc2ccc(Cl)cc2)c2ccccc2O1 (stereo unspecified)
?	Cc1nccc(-c2ccccc2)c1C(=O)N1CCN(C)C(C(=O)O)C1 (stereo unspecified)
-0.7%	Cc1ncoc1C(=O)N1CCCC(c2nnnn2C)C1 (stereo unspecified)
6.0%	CCCC1c2nccn2CCCN1C(=O)c1ccncc1F (stereo unspecified)
33.2%[activator]	COc1ccc(OC)c(S(=O)(=O)N2CCC(OC3CCN(C)CC3)CC2)c1
?	Cc1ccccc1C(=O)N[C@@H](Cc1cccnc1)C(=O)N1CCC[C@H]1C(=O)NCCc1ccccc1Cl
92.8%[activator]	Cc1cnc(CCNC(=O)c2cn(C)cn2)n1C1CC1
-3.8%[176 µM]	CC[C@H]1CN(C(=O)C2CC2)CC[C@H]1CC(=O)O
72.7%[activator]	CC(C)c1noc([C@@H]2C[C@H]3C(=O)NCCCCCCN(C(=O)c4ccsc4)[C@H]3C2)n1
20.5%[57.4 µM]	CC1(C)CCC[C@@]2(C)[C@@H]1CC[C@@]1(C)OC(=O)C[C@H]21
-17.2%	CCCCn1c(SCc2ccccc2Cl)nc2c1c(=O)[nH]c(=O)n2C
6.0%	COCCN1CCC(N2CCN(S(=O)(=O)c3ccc(C(F)(F)F)cc3)CC2)C1=O (stereo unspecified)
-3.4%	O=C(NC1CCCc2ccccc21)C1CCC1 (stereo unspecified)
7.8%	COc1ccc(CCN2Cc3cc(NC(=O)c4ccccc4OC)ccc3OCC2=O)cc1
-17.1%	O=C(NC(O)C(=O)c1ccc(Cl)cc1)c1ccc(Br)cc1 (stereo unspecified)
32.8%[activator]	CC(CNC(=O)C1CCN(C(=O)c2ncn3c2COC(c2ccc(F)cc2)C3)CC1)c1ccccc1 (stereo unspecified)
10.7%	CCOCC(=O)N1CCC(N2C(=O)C3(CCCCC3)C2c2ccncc2)CC1 (stereo unspecified)
?	COc1ccc(CN2CCC(N3CC4CCCN4C3=O)CC2)cc1 (stereo unspecified)
21.5%	O=C(CCn1ccc(=O)[nH]c1=O)N1CCn2nc(Cc3ccccc3)cc2C1
-10.3%	CCCN(C)C1CN(Cc2cn(Cc3ccc(OC)cc3)nn2)S(=O)(=O)C1 (stereo unspecified)
3.7%	Cc1c(C(=O)C(=O)NCc2ccc(F)cc2)c2ccccc2n1C
10.0%	CCOC(=O)C(O)(NC(=O)c1c(F)cccc1F)C(F)(F)F (stereo unspecified)
-15.1%	COc1cc(OC)c2c(=O)c3c(C(=O)O)c(O)ccc3oc2c1
-3.1%[176 µM]	O=C1OCC2(CCN(Cc3cccc(OC(F)(F)F)c3)C2)N1c1ccncc1 (stereo unspecified)
11.7%	N#CCCN1CCN(C(=O)CCc2cc3ccccc3[nH]c2=O)CC1
45.3%	O=C(Nc1ccc(C2(C(=O)NCc3ccco3)CCCCC2)cc1)C1CC1
-2.4%	OCCCNC(=S)NC1CCCCC1
-15.6%	O=C(CSc1nnc(-c2ccncc2)n1C1CC1)c1cc2ccccc2o1
4.9%[57.4 µM]	COc1ccccc1CN1CCCC2(CCN(S(C)(=O)=O)CC2)C1
19.5%	CCCCCNC(=O)C1C(=O)Nc2ccccc2C(=O)N1C(C)(C)C (stereo unspecified)
75.1%[activator][176 µM]	COc1ccc(CNc2cc(Cl)nc3ccnn23)cc1OC
3.3%	Cc1cc(NC(=O)CN2CCN(C(=O)c3ccc(Br)cc3)CC2)no1

# Some of these compounds in order of their number in 12-LOX inh, low to high.
canonical_smiles | 12-LOX inh
O=C(NC1CCCc2ccccc21)C1CCC1 (stereo unspecified) | -3.4%
Cc1ccc(C2(O)CCN(C(=O)c3cc4c(s3)CCCC4)CC2)nc1 | -1.4%
CC(C)(c1nnnn1-c1ccccc1)N1CCOCC1 | 3.8%

# Next compounds follow.
12-LOX inh	Compound
-17.7%	COc1ccc(S(=O)(=O)Nc2nc3ccccc3nc2Nc2cccc(C(F)(F)F)c2)cc1
29.7%	O=C1CCN(C(=O)c2ccsc2)CCCC(c2nc(-c3cccnc3)no2)CCN1 (stereo unspecified)
?	N#Cc1ccc(C(=O)Nc2ccc(-c3nnc4n3CCCC4)cc2)cc1
?	Cc1ccc(-c2noc([C@@H]3CCCN3C(=O)Cc3ccccc3Cl)n2)cc1
?	COC(=O)C1=C(C)N(Cc2cccc(C(F)(F)F)c2)C(=NCC2CC2)NC1c1ccc(F)cc1 (stereo unspecified)
67.0%[activator]	Cc1cnc(CCNS(=O)(=O)Cc2ccccc2F)n1Cc1ccccc1
16.7%	Cn1c(CCNC(=O)C2CCCN(C(=O)c3ccccc3)CCC(=O)NCC2)nc2ccccc21 (stereo unspecified)
0.4%	Cc1ccc(CN2C(=O)OC(c3cccc(NC(=O)Cc4ccccc4)c3)C2C(=O)N2CCCC2)cc1 (stereo unspecified)
11.8%	COCCN(C)C[C@H]1C[C@@H](CO)CN(C(=O)c2ccc(C)c(Cl)c2)C1
?	CC(=O)O[C@]1(C(C)=O)CC[C@@H]2[C@@H]3C[C@H](C)C4=CC(=O)CC[C@]4(C)[C@H]3CC[C@@]21C
?	CCCCCc1c(Cc2ccccc2)ncn1CCc1ccccc1OC
?	Cc1cccc(NC(=O)C2CC(=O)n3c(nc4ccccc43)N2)c1 (stereo unspecified)
16.2%	COc1ccc(NC(=O)c2ccc(O)c(Cl)c2)c(OC)c1
14.9%	CS(=O)(=O)N1CCCC1c1noc(CCC(=O)N2CCC(N3CCCCC3)CC2)n1 (stereo unspecified)
?	N#Cc1ccccc1-c1ccc2ncnc(NCc3cccnc3)c2c1
-3.1%	O=C(Nc1cccc2ccccc12)c1cc(F)c(F)cc1Cl
?	O=C(O)c1ccc(NCc2nc3c(n2Cc2ccccc2)C(=O)N(Cc2cccc(Cl)c2)CCN3)cc1
?	CCc1nccn1CC(=O)N1CCC2(CC1)[C@H](O)C[C@@H]2O
47.1%[activator]	COCC(=O)N[C@@H]1CN(Cc2cnn(C(C)C)c2)C[C@H]1CO
?	Cc1cc(-c2ccc(S(=O)(=O)N3CCN(c4cc(Cl)ccc4C)CC3)s2)on1
29.1%	Cc1nnnn1-c1cccc(C(=O)Nc2ccc3c(c2)C(=O)N2CCC[C@H]2C(=O)N3)c1
11.1%	O=C(NCCc1ccccn1)C1CCc2sc(C(=O)N3CCCCC3)cc2C1 (stereo unspecified)
41.9%[activator]	CC(C)CCNC(=O)CCc1nnc(-c2ccc(OC(C)C)cc2)[nH]c1=O
-28.7%	Cc1nc(-c2ccc(OC(F)(F)F)cc2)sc1C(=O)N1CCC2(CC1)OCCO2
?	Oc1ccc(-c2ccc(O)cc2)cc1
?	COc1ccc(N2Cc3c(NCc4ccc5c(c4)OCO5)ncnc3N(C)CC2=O)cc1
41.2%[activator]	COC1CCOC2(CCN(C(=O)NCc3ccc(F)cc3)CC2)C1 (stereo unspecified)
